Screening results deposited in PubChem BioAssay by National Center for Advancing Translational Sciences (NCATS).
L3MBTL1 inh: blocks human L3MBTL1; 230,000 compounds, 0.66% hits; Q9Y468; AlphaScreen L3MBTL1–H3K9me1 peptide binding; AID 485360; Potency, µM (top dose mostly 57.1 µM), for inactives: at the highest dose activity, negative = inhibition, hits mostly inhibitors; further: nearly all actives have a fitted effect of over 60% in size
Target sequence (Q9Y468 whole entry, looked up): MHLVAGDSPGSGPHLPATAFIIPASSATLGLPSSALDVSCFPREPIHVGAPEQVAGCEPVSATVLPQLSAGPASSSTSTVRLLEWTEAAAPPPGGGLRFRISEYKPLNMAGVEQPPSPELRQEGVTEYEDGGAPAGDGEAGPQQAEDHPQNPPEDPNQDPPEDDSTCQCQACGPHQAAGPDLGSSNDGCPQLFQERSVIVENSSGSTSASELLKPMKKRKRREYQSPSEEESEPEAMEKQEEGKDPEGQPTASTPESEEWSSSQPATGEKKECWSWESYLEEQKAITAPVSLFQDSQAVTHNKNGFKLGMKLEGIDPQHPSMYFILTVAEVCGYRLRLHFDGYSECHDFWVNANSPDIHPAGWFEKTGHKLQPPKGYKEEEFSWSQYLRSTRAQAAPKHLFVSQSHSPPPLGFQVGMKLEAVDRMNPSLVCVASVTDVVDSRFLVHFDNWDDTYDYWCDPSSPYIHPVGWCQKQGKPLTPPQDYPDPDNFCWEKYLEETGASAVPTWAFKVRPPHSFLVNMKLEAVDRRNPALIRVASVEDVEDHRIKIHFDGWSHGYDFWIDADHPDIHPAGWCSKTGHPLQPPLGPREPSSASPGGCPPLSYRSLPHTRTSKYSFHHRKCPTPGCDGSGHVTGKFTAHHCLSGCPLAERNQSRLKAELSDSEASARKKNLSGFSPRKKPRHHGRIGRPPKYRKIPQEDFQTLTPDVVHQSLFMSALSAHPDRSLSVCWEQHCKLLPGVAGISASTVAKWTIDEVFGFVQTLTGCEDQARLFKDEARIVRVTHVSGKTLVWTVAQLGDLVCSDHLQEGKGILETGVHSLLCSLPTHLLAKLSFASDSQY
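AlphaScreen proximity signal between nickel-chelate acceptor and streptavidin donor beads (final 10 ug/mL) reports binding of 50 nM L3MBTL1 to 75 nM biotin-H3 K9me1 peptide; complex incubated with compounds 30 min at room temperature; cefsulodin titration as control.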
JMJD2E inh: JMJD2E (human) inhibition. B2RXH2. JMJD2E catalytic domain, FDH-coupled NADH fluorescence (FDH is formaldehyde dehydrogenase). Potency, µM (series often up to 57.1 µM), without a hit: at the top dose activity change, negative = inhibition, actives largely listed as inhibitors. 230,000 compounds, 1.6% hits. AID 2147; active means well fitted inhibition curve with a large enough effect, not every such curve was filed as active; inconclusive means small, poorly fitted or top-dose-only effect, or another doubt; inactive means no such curve, though single readings can be large or run the other way;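 further: 0% = wells with enzyme and -100% = buffer wells without enzyme; nearly all actives have a fitted effect of over 50% in size; many of its hits are not listed in these tables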
TRb-SRC2 inh: inhibitors of human thyroid hormone receptor beta-SRC2 interaction. Potency, µM (doses to about 106 µM), inactives show at the top dose activity change, negative = inhibition, usual class: inhibitors. AID 1469. 280,000 compounds, 0.065% hits. TRbeta-SRC2 peptide binding, fluorescence polarization; receptor liganded with 1 µM T3;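 further: plate controls were bound peptide for no effect and peptide without receptor for full effect; nearly all actives have a fitted effect of over 50% in size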
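Assay buffer: 20 mM Tris-HCl, 100 mM NaCl, 10% glycerol, 1 mM EDTA, 0.01% NP-40, 1 mM DTT, 1 uM T3, 5% DMSO; TRb LBD 0.6 uM, Texas Red SRC2 20 nM; FP after 5 hr.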
RECQ1 helicase: blocks DNA unwinding by human RECQ1 | 240,000 compounds, 0.54% hits | AID 2549 | Potency, µM (top dose mostly 57.3 µM), for inactives: at the highest dose activity, negative = inhibition, most hits filed as inhibitors | P46063 | RECQ1 DNA unwinding, red fluorescence kinetic read;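 further: plate controls were vehicle for no effect and no enzyme for full effect; nearly all actives have a fitted effect of over 30% in size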
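RECQ1T1 50 nM; forked duplex (20 bp + 30-nt ss tails) 200 nM, ATP 2 mM final; pH 8.0, 2 mM MgCl2, 2.5 ug/ml poly(dI-dC); 15 min compound preincubation; discontinuous kinetic read over 2 h at RT.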
RGS12 GoLoco inh: blocks human Gai1 binding to RGS12 GoLoco peptide, red readout. P63096. Gai1:RGS12 GoLoco peptide FP, rhodamine, 10 min. Potency, µM (series often up to 61.6 µM), without a hit: at the highest dose activity, negative = inhibition, most hits filed as inhibitors. 230,000 compounds, 0.44% hits; active means well fitted inhibition curve with a large enough effect, not every such curve was filed as active; inactive means no such curve, though single readings can be large or run the other way; further: nearly all actives have a fitted effect of over 30% in size; many of its hits are not listed in these tables
Tau fibril ThT: inhibitors of human tau fibril formation, thioflavin T binding. recombinant tau K18 P301L (four-repeat tau fragment), heparin-induced fibrillization, ThT fluorescence. P10636. 270,000 compounds, 2.1% hits. Potency, µM (top dose mostly 57.4 µM), without a hit: top-dose activity, negative = inhibition, usual class: inhibitors; further: nearly all actives have a fitted effect of over 55% in size
Target sequence (P10636 561-689 P618L limits assumed): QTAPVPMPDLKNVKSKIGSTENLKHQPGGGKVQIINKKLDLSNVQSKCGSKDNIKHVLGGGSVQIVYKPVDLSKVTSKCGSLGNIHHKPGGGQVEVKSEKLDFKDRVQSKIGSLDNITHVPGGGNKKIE
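Heparin-induced (20 uM) aggregation of recombinant human K18 P301L tau, 15 uM unlabeled with 0.24 uM labeled, pH 7 acetate buffer, 6 hr at 37 C with compound. Fibrils quantified by 30 uM ThT fluorescence after 1 hr ambient incubation.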
TexasRed fluor: Texas Red fluorescence interference in TRb-SRC2 counter-screen; TRb/SRC2 Texas Red total fluorescence interference; Potency, µM (highest dose often 106 µM), for inactives: at the highest dose fluorescence change, negative = quenching; 280,000 compounds, 0.29% hits; AID 1479; active means well fitted curve in either direction with a large enough effect; inconclusive means small, poorly fitted or top-dose-only effect
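Human TRβ ligand-binding domain (0.6 uM) and Texas Red SRC2 peptide (20 nM) in Tris buffer with 1 uM T3 and 5% DMSO were incubated with pinned compound for 5 hr at ambient temperature. Total fluorescence was computed as S + 2P (555/632 nm).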
Tau fibril FP: inhibitors of human tau fibril formation. K18 P301L tau heparin fibrillization, Alexa594 FP, 6 h. Potency, µM (doses to about 57.7 µM), for inactives: at the highest dose activity, negative = inhibition, actives largely listed as inhibitors. 280,000 compounds, 0.39% hits; further: nearly all actives have a fitted effect of over 55% in size
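K18 P301L tau (15 uM unlabeled/0.24 uM Alexa 594-labeled, final) + compound + heparin 20 uM final; 100 mM NaOAc pH 7; 6 hr 37 C; ThT 30 uM final added, 1 hr RT; FP ex 555/em 632 nm.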
* marks the source's active call; other numbers are inactive results; i = inactive; u = inconclusive; x = not tested or not shown; & = joins results of further samples; [ ] = remark or other dose. Unless noted, the call rests on the fitted dose curve; in most records, active means well fitted curve in the direction sought with a large enough effect; inconclusive means small, poorly fitted or top-dose-only effect, or another doubt; inactive means no such curve, though single readings can be large; an effect the other way counts as inactive or inconclusive. Unless noted, on the % scale 0 is the no-effect control and ±100 the full control effect; potency means the concentration at half of the fitted maximal effect.

structure | Tau fibril ThT | Tau fibril FP | JMJD2E inh | TexasRed fluor | TRb-SRC2 inh | RGS12 GoLoco inh | RECQ1 helicase | L3MBTL1 inh
CN(C)S(=O)(=O)c1ccc(C(=O)NCc2ccc3[nH]c4c(c3c2)CCCC4)cc1 | u | u | -28% | -1% | -4% | -7% | -13% | -11%
CCN(CC)c1nc(N)c([N+](=O)[O-])c(NCCO)n1 | 1% | 0% | -8% | -4% | 5% | 9% | -10% | 13%
N[C@]1(C(=O)O)CCc2cc(P(=O)(O)O)ccc21 | -5% | 1% | 40µM* | 1% | 7% | 7% | -7% | x
C=CCNC(=O)c1ccc(-c2cccc([N+](=O)[O-])c2)o1 | u | 8% | -4% | -3% | -1% | 10% | -13% | 0%
COc1cnc(SCc2ccc(Cl)cc2Cl)nc1Cl | u | u | -2% | 0% | 7% | -19% | -6% | -10%
CNC(=S)N(CCc1ccc(OC)c(OC)c1)Cc1cc2c(C)cc(C)cc2[nH]c1=O | -3% | 0% | 9% | -1% | -13% | 0% | -1% | 3%
O=C(Nc1ccc(Cl)cn1)c1cc(S(=O)(=O)N2CCCCC2)ccc1Cl | 4% | -9% | u | -5% | -3% | 4% | 1% | 26%
Cc1c(NC(=O)CSc2nnnn2-c2ccc(F)cc2)c(=O)n(-c2ccccc2)n1C | 3% | 3% | 1% | 0% | 6% | -14% | i | 1%
CCOC(=O)CNC(=O)c1c(C)nn(C)c1Cl | 3% | 1% | 10% | -4% | -8% | 3% | -3% | 19%
CCOc1c2c(nc3ccc(Cl)cc13)CCC2 | -14% | -12% | -2% | -1% | 5% | 9% | -12% | 6%
COc1ccc(C2CC(c3cccs3)=NN2S(C)(=O)=O)cc1OC (stereo unspecified) | -2% | -4% | -4% | -1% | 14% | 123%[activator] | i | 0%
CCCN(CCC)CC(=O)Nc1cccc2c1OCO2 | -14% | -7% | -5% | -2% | -16% | 8% | -7% | x
Cc1ccc2c(c1)N(CC(=O)NC1CCCc3ccccc31)C(=O)CO2 (stereo unspecified) | -6% | -3% | -2% | -6% | -3% | -5% | -8% | 8%
CCOc1ccc(OCC)c(NS(=O)(=O)c2ccc3c(c2)n(C)c(=O)c(=O)n3C)c1 | 16% | -1% | -1% | -4% | -2% | -11% | -7% | -8%
Cc1ccc(S(=O)(=O)N2CCC(C(=O)O)CC2)cc1 | -4% | 0% | -7% | -1% | -3% | 5% | -5% | 14%
COC(=O)C1=C(C(C)=O)C(c2ccc(C(=O)OC)cc2)n2nnnc2N1 (stereo unspecified) | -8% | -1% | 6% | -3% | -3% | 3% | 2% | x
CCN(CC)C(=O)CN(c1ccc2c(c1)OCO2)S(C)(=O)=O | 3% | 9% | 6% | -5% | 1% | -6% | -2% | x
Cc1c(C(=O)OCC(=O)Nc2ccc3c(c2)OCO3)cccc1[N+](=O)[O-] | u | 0% | -4% | -7% | 8% | 7% | -7% | -6%
CCN(CC)c1ccc(CN(C(=O)c2cc(OC)c(OC)c(OC)c2)C2CCS(=O)(=O)C2)cc1 (stereo unspecified) | -9% | 7% | -1% | -4% | -6% | -23% | 9% | -5%
CCOC(=O)c1cc(C(C)C)sc1NC(=O)COC(=O)CCS(=O)(=O)c1ccccc1 | -18% | 0% | -7% | 0% | -10% | 8% | -11% | 10%
COc1ccccc1N1CCN(C(=O)CSc2nnc3n2C(C)(C)Cc2ccccc2-3)CC1 | -8% | 1% | 2% | -1% | -14% | x | -11% | -6%
CCOc1ccccc1CNC(=O)CCCn1c(=O)c2cccn2c2cccnc21 | -5% | 2% | x | -1% | -4% | x | x | x
CCOc1ccc(NC(=S)NCCCN2CCN(c3ccc(OC)cc3)CC2)cc1 | u | 1% | 0% | 0% | 3% | -5% | -4% | x
C/C(=N\Nc1ccc([N+](=O)[O-])cc1)c1ccc(C#N)cc1 | u | -1% | -5% | u | u | 1% | -6% | 2%
ClCc1nnc(-c2ccccc2)o1 | 6% | -1% | 1% | -2% | -1% | -3% | -9% | 10%

Next section; the last 2 above are carried over.
structure | Tau fibril ThT | Tau fibril FP | JMJD2E inh | TexasRed fluor | TRb-SRC2 inh | RGS12 GoLoco inh | RECQ1 helicase | L3MBTL1 inh
C/C(=N\Nc1ccc([N+](=O)[O-])cc1)c1ccc(C#N)cc1 | u | -1% | -5% | u | u | 1% | -6% | 2%
ClCc1nnc(-c2ccccc2)o1 | 6% | -1% | 1% | -2% | -1% | -3% | -9% | 10%
COc1cccc2oc(-c3ccc(O)cc3)cc(=O)c12 | -7% | 0% | u | -1% | 0% | 7% | -3% | x
O=C(NNC1CC(=O)N(c2ccc(Br)cc2)C1=O)c1ccco1 (stereo unspecified) | 2% | 1% | -9% | -1% | -10% | 2% | 2% | -3%
COc1cc(CNCCSc2nnnn2C)ccc1OCc1ccccc1C | -12% | -2% | x | 4% | 1% | x | x | x
CC1=C(C(=O)OCc2ccccc2)C(c2ccc(N3CCOCC3)cc2)NC(=O)N1 (stereo unspecified) | -15% | -1% | -4% | -3% | -10% | 19% | -4% | -6%
Nc1c(C(=O)NCc2cccs2)nnn1CC(=O)Nc1cccc(F)c1 | -4% | -13% | x | -1% | 0% | x | x | x
CC(=O)c1c(C)nc(Nc2nc(C)c3cc(C)ccc3n2)nc1C | -13% | -6% | u | -1% | 5% | 3% | -16% | x
CC(C)c1ccc(-c2nc3c([nH]2)c(=O)n(C)c(=O)n3C)cc1 | -3% | 6% | u | 0% | -13% | 4% | i | -5%[11.4 µM]
Cc1ccc(NC(=O)Cn2c(=O)ccc3cc(S(=O)(=O)N4CCCC4)ccc32)cc1N(C)C | -5% | 10% | x | -1% | -6% | x | x | x
O=C(COc1ccc(NS(=O)(=O)c2ccc(F)cc2)cc1)N1CCOCC1 | -13% | -3% | -3% | 0% | 2% | -9% | 3% | -4%
COc1ccc(-c2nc(-c3cccc(C(F)(F)F)c3)no2)cc1OC | -8% | -5% | 1% | 1% | -12% | -6% | -4% | 5%
CC12CCC(C(=O)N(c3ccc(Cl)cc3)C1=O)C2(C)C (stereo unspecified) | -5% | -4% | 9% | -5% | -6% | 18% | i | 2%
Cc1cc(N2CCC(C)CC2)nc2ccc(NC(=O)CCC(=O)N3CCN(c4ccccc4F)CC3)cc12 | u | 13% | x | 3% | 0% | x | x | x
O=C(NCc1ccccc1)Nc1cccn(Cc2ccccc2Cl)c1=O | -13% | 0% | u | 0% | 2% | 70%[activator] | -5% | -15%
Cc1ccc(S(=O)(=O)N2CCN(S(=O)(=O)c3ccc(C)cc3)C2)cc1 | -8% | -7% | -5% | 2% | -4% | -11% | i | x
Cc1cccc(CSc2nc3ccncc3n2CC(=O)Nc2cc(C)cc(C)c2)c1 | -4% | u | u | 0% | -1% | 5% | -6% | -1%
O=C(c1ccc(Cl)cc1)N1CCCCC1CCN1CCOCC1 (stereo unspecified) | 3% | -1% | x | -2% | 0% | x | x | x
Cn1c(=O)c2c(nc(N3CCCCC3)n2C)n(C)c1=O | -1% | -3% | 2% | -3% | -4% | 6% | 22% | -16%
CS(=O)(=O)c1ccc(N2CCN(C3CC(=O)NC3=O)CC2)cc1 (stereo unspecified) | 2% | 0% | 4% | 1% | 4% | 13% | i | -6%[11.4 µM]
CCc1ccc2oc(=O)cc(CN3CCN(CCO)CC3)c2c1 | -4% | -4% | 6% | -5% | -3% | -1% | -2% | 6%
CN(C)CCNc1c2c(c(C#N)c3nc4ccccc4n13)CCCC2 | -13% | 0% | u | -4% | -15% | 4% | i | 3%
CCC(=O)N1CCc2cc(S(=O)(=O)CCC(=O)N3CCN(c4cccc(C)c4C)CC3)ccc21 | -14% | -6% | x | -2% | -6% | x | x | x
CSC(SC)=C(C#N)C(=O)c1ccccc1 | 20µM* | 14µM* | -26% | -3% | -8% | -5% | -1% | -4%
CN1CCN(S(=O)(=O)c2ccc(-c3ccc(Cl)cc3)cc2)CC1 | -6% | -2% | 1% | -1% | -5% | 5% | 0% | u
O=C(CNC(=O)C12CC3CC(CC(C3)C1)C2)N/N=C\c1ccccn1 | -3% | 0% | 3% | -2% | -4% | 1% | i | 9%
O=C(NCc1cccnc1)c1ccc(NC(=O)c2cccc([N+](=O)[O-])c2)cc1 | u | -3% | 1% | -3%[53 µM] | 9%[53 µM] | -8% | -9% | 0%

(continued)
structure | Tau fibril ThT | Tau fibril FP | JMJD2E inh | TexasRed fluor | TRb-SRC2 inh | RGS12 GoLoco inh | RECQ1 helicase | L3MBTL1 inh
C=COCC1CN2C(CCC(C)C2c2ccc(Br)cc2)C(=O)O1 (stereo unspecified) | -5%&-10%[11.5 µM] | -8%&-14%[11.6 µM] | x | 0%&-2%[11.2 µM] | -2%&2%[11.2 µM] | x | i[11.5 µM] | x
COc1ccc(S(=O)(=O)NCc2nc3nc(C)cc(C)n3n2)cc1OC | 8% | 5% | x | -3% | 2% | x | x | -1%
C=CCN(CC=C)C(=S)NC(=O)c1ccc(OC)c(Br)c1 | -15% | -6% | 9% | 1% | 1% | 5% | 3% | -27%
NC(=O)c1cc2cc(Cl)ccc2oc1=Nc1cccc(C(F)(F)F)c1 | -9% | -4% | 11% | 0% | 8% | 9% | 8% | 6%
O=C(O)COc1ccccc1/C=N/NC(=O)CN1CCN(S(=O)(=O)c2ccc(Br)cc2)CC1 | x | 2% | -12% | -1% | 0% | 1% | -1% | x
Cc1ccc(C(OC(=O)c2ccco2)C(=O)NC2CCCCC2)cc1 (stereo unspecified) | 3% | -2% | 4% | -2% | -13% | 1% | -9% | 6%
COc1ccc(-n2nnnc2C2CCN(S(=O)(=O)c3cccc(Cl)c3C)CC2)cc1 | -4% | -1% | x | 1% | 0% | x | x | x
O=C(Nc1cccc(-c2nc3ccccc3o2)c1)c1ccc(N2C(=O)C3C4C=CC(C4)C3C2=O)cc1 (stereo unspecified) | 8% | u | u | -3% | -5% | -4% | -7% | x
Cc1ccc(NC(=O)c2c(-c3ccccc3Cl)noc2C)nc1 | -8% | -5% | 2% | -1% | -9% | 10% | -10% | 5%
CCc1ccc(C(=O)c2cn(CC(=O)Nc3cc(F)ccc3F)c3nc(C)ccc3c2=O)cc1 | 6% | -4% | x | -1% | 1% | x | x | x

These rows are one share of the data (hit frequency here may not be typical).
